Source: PubChem
HP1b binding inh = blocks HP1-beta chromodomain binding to methylated histone tails; P83916; AlphaScreen HP1-beta / biotin-H3K9me3 peptide binding; Potency, µM (doses to about 114 µM), inactives show at the highest dose activity change, negative = inhibition, actives largely listed as inhibitors; 390,000 compounds, 0.56% hits; AID 540317; note: potency is the fitted concentration of half-maximal effect; nearly all actives have a fitted effect of over 70% in size; inactives centre near 23
Target sequence (P83916 whole entry, looked up): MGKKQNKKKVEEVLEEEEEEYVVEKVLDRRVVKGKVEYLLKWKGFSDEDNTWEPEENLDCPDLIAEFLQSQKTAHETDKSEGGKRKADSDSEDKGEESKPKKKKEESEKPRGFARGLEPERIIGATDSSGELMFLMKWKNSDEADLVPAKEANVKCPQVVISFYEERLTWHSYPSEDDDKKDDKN
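AlphaScreen: HP1-beta (50 nM) preformed 30 min with biotin-H3(1-18)K9me3 peptide (50 nM) in PBS pH 7.4, 0.01% Tween-20. Compound added for 30 min at RT, then streptavidin donor/nickel chelate acceptor beads (10 ug/mL) for 30 min.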
IDH1 R132H inh = blocks human mutant IDH1 R132H enzyme; O75874; IDH1-R132H enzyme, NADPH consumption, diaphorase/resazurin fluorescence; Potency, µM (series often up to 76.6 µM), without a hit: top-dose activity change, negative = inhibition, actives largely listed as inhibitors; 390,000 compounds, 0.093% hits; AID 602179; note: potency is the fitted concentration of half-maximal effect; % is set by controls: 0 for no effect and ±100 for the full control effect; nearly all actives have a fitted effect of over 65% in size
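IDH1-R132H (0.5 ug/mL) preincubated 30 min with compound, then NADPH (0.016 mM) and alpha-KG (2 mM) added; 80 min at RT, pH 7.5. Remaining NADPH coupled via diaphorase/resazurin to fluorescence (540/590 nm); concentration-response curves normalized to no-enzyme control.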
PI4K2A block = inhibitors of human PI4K2A; Q9BTU6; purified PI4K2A, ADP-Glo luminescence, 1 h; hits give low values; activity change, negative = inhibition, % at 76.9 µM; 420,000 compounds, 0.13% hits; AID 1346378; in the data active = activity change below about -50%; inconclusive = mostly about -30% to -49%;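 note: -100% = wells without enzyme as full effect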
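Compounds are screened against recombinant PI4K2A using PI as substrate and ATP, the latter dispensed at 300 microM. Reactions run one hour at ambient temperature before ADP-Glo detection; full inhibition defined by wells lacking enzyme.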
USP1-UAF1 inh = blocks the human USP1/UAF1 deubiquitinase complex; O94782; recombinant USP1/UAF1, Ub-Rhodamine cleavage fluorescence; Potency, µM (highest dose often 57.1 µM), for inactives: at the top dose activity change, negative = inhibition, most hits filed as inhibitors; 390,000 compounds, 0.23% hits; note: potency is the fitted concentration of half-maximal effect; % is set by controls: 0 for no effect and ±100 for the full control effect; nearly all actives have a fitted effect of over 60% in size; inactives centre near -12
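High-throughput fluorogenic screen: 1nM USP1/UAF1 complex, Ub-Rho substrate 150nM final, 50mM HEPES pH 7.8 with 0.5mM EDTA, 0.1 mg/ml BSA, 1mM TCEP and 0.01% Tween-20.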
rTrxR1 inhibitor = blocks rat thioredoxin reductase 1; O89049; recombinant rTrxR1, NADPH fluorescence consumption, selenite substrate; Potency, µM (top dose mostly 114 µM), without a hit: at the top dose activity change, negative = inhibition, usual class: inhibitors; 390,000 compounds, 1% hits; AID 588453; note: potency is the fitted concentration of half-maximal effect; % is set by controls: 0 for no effect and ±100 for the full control effect; nearly all actives have a fitted effect of over 65% in size
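Rat TrxR1 (90 nM in the dispensed reagent) was pre-reduced with 400 uM NADPH for 5 min at room temperature, then incubated with compound for 15 min. After 400 uM selenite was added, NADPH fluorescence (Ex 340/Em 450 nm) was followed for 8 min.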
TrxR1 substrate = rat thioredoxin reductase 1 substrate activity | O89049 | purified TrxR1 substrate turnover, NADPH consumption readout | Potency, µM (top dose mostly 114 µM), for the others: at the top dose activity change, negative = substrate turnover | 390,000 compounds, 0.01% hits | AID 588456; note: potency is the fitted concentration of half-maximal effect; % is set by controls: 0 for no effect and ±100 for the full control effect; nearly all actives have a fitted effect of over 50% in size
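Rat TrxR1, dispensed at 90 nM, was prereduced with 400 uM NADPH (final) for 5 min at ~22 deg C, then incubated with compound 15 min before 400 uM selenite. A first-read NADPH fluorescence drop versus no-compound background flagged substrates.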
Tb PGK inh = T. brucei PGK inhibition; P07378; PGK/GAPDH coupled, Kinase-Glo luminescence, 60 min; Potency, µM (top dose mostly 57.5 µM), for inactives: at the top dose activity change, negative = inhibition, hits mostly inhibitors; 380,000 compounds, 0.043% hits; note: potency is the fitted concentration of half-maximal effect; % is set by controls: 0 for no effect and ±100 for the full control effect; nearly all actives have a fitted effect of over 60% in size
Target sequence (P07378 whole entry, looked up): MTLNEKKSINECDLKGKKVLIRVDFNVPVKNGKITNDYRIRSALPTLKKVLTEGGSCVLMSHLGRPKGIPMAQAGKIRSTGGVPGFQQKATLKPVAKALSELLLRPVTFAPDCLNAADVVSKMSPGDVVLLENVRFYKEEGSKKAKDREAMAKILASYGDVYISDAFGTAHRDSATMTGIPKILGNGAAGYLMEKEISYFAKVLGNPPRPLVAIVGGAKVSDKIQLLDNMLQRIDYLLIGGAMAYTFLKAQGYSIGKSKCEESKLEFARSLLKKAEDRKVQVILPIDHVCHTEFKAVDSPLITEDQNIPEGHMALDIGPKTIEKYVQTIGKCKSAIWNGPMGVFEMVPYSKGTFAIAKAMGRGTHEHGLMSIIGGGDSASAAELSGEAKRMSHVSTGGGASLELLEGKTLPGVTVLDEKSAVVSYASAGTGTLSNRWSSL
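Luminescent ATP detection (Kinase-Glo Plus) follows a 60-minute room-temperature incubation, with wells lacking PGK as controls. Buffer: 100 mM TEA (pH 7.6), 5 mM MgCl2, 0.01% Tween-20. Coupling enzyme GAPDH (100 nM final) supplies unstable 1,3-BPG in-well.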
GLS inh = inhibitors of human glutaminase (GLS); O94925; GLS enzymatic activity, qHTS titration; Potency, µM (titrated, usually from 45.5 µM), without a hit: top-dose activity change, negative = inhibition, actives largely listed as inhibitors; 410,000 compounds, 0.21% hits; note: potency is the fitted concentration of half-maximal effect; % is set by controls: 0 for no effect and ±100 for the full control effect
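Coupled fluorescence readout: glutamate oxidase/HRP/Amplex Red detect glutamate formed by hKGA from L-glutamine (1 mM solution added). Buffer 45 mM KH2PO4 pH 8.2, 0.02% Tween-20; reads at t0 and 30 min RT.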
Pin1 inh = blocks the human prolyl isomerase Pin1; Q13526; Pin1 FP peptide displacement, HiFluor488, 10 min; Potency, µM (top dose mostly 115 µM), inactives show at the top dose activity, negative = inhibition, hits mostly inhibitors; 390,000 compounds, 0.009% hits; AID 504891; active = well fitted inhibition curve with a large enough effect in the polarisation, with a control signal flat, not every such curve was filed as active; inconclusive = small, poorly fitted or top-dose-only effect, or effect the other way, or a change in a side signal; inactive = no such curve, though single readings can be large or run the other way; the % refers to the polarisation; note: potency is the fitted concentration of half-maximal effect; % is set by controls: 0 for no effect and ±100 for the full control effect
Target sequence (Q13526 whole entry, looked up): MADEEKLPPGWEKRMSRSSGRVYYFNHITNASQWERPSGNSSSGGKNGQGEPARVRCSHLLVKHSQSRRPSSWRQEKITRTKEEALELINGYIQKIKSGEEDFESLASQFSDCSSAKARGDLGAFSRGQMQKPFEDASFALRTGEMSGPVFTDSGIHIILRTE
* hit, by the source's call; i = inactive; u = inconclusive; x = not tested or not shown; & = joins results of further samples; [ ] = dose if it differs, or a comment. Unless noted, calls come from the whole dose curve; as a rule, active = well fitted curve in the direction sought with a large enough effect; inconclusive = small, poorly fitted or top-dose-only effect, or another doubt; inactive = no such curve, though single readings can be large; an effect the other way counts as inactive or inconclusive. The list is partial (hit frequency here may not be typical).

SMILES	HP1b binding inh	IDH1 R132H inh	PI4K2A block	USP1-UAF1 inh	rTrxR1 inhibitor	TrxR1 substrate	Tb PGK inh	GLS inh	Pin1 inh
O=C1NC(=O)C(=Cc2ccsc2)C(=O)N1	50%[activator]	-5%	u	-16%	u	0%[57.1 µM]	7%	5%	5%
Fc1ccc(NC(=S)N2Cc3ccccc3-n3nncc3C2)cc1	x	-10%	4	-14%	x	x	-1%	9%	x
Cc1ccc(N=Nc2cc(C)ccc2N)cc1	u	-4%	u	-17%	17%	-9%	-20%	-1%	-7%
O=c1[nH]c(=O)n(Cc2ccco2)c(O)c1C=NC1CCN(Cc2ccccc2)CC1	29%	0%	2	-14%	3%	7%	-6%	-6%	-12%
O=C(CNC(=O)OCc1ccccc1)Nc1ccc(Br)cc1C(=O)c1ccccc1	-14%	-5%	5	1%	-6%	-8%	-7%	1%	0%
CC1(C)C(c2ccccc2)=NC(c2cccnc2)N1O (stereo not drawn)	63%	11%	0	-3%	-3%	-2%	i	7%	15%
CC(C)(C)N1Cc2ccccc2C1=N	30%[activator]	4%	4	-2%	5%	3%	i	-2%	0%
O=C1NC(=O)C(=Cc2ccc3ccccc3c2)C(=O)N1	37%	10%	u	1%	u	19%	1%	u	8%
COC(=O)C1=C(c2ccc3ccccc3c2)C[C@@H]2CC[C@H]1N2C(=O)N1CCC(O)CC1	28%	3%	-4	-6%	5%[57.1 µM]	6%[57.1 µM]	-10%	2%	-4%
CCCC(=O)NC(Oc1ccccc1Cl)C(Cl)(Cl)Cl (stereo not drawn)	46%[activator]	4%	-1	-7%	16µM*	4%	-10%	22%	-3%
Cc1c(C(=O)N2CCC3(CC2)OCCO3)sc2ncnc(N3CCN(c4ccccn4)CC3)c12	22%	-5%	1	-4%	15%	2%	-3%	3%	0%
Cc1cc(/C=C2\C(=O)NC(=O)N(c3ccc(Br)cc3)C2=O)c(C)n1C	22%	7%	0	-20%	-6%	-3%	-4%	-7%	u
CCOC(=O)c1oc2ccc(S(=O)(=O)n3nc(-c4ccc(Br)cc4)cc3N)cc2c1C	23%	-8%	0	-9%	30%	-1%	i	1%	0%
O=c1cccc2n1CC1CC2CN(C(c2ccccc2)c2sc3ncnn3c2O)C1 (stereo not drawn)	35%	7%	-1	-23%	0%[57.1 µM]	-1%[57.1 µM]	-5%	-7%	-3%
CN1C(=O)N(C)C(=O)C2(Cc3cc(NC(=O)c4ccccc4)ccc3N3CCCC32)C1=O (stereo not drawn)	45%[activator]	6%	-8	-21%	-17%	-5%	-3%	-2%	33%[activator]
CCN1CCN(C(=O)COc2ccc(S(=O)(=O)N(C)Cc3ccccc3)cc2)CC1	12%	-3%	3	-15%	-1%	-5%	3%	1%	-7%
COc1ccc(S(=O)(=O)NC(CC(=O)N2CCC3(CC2)OCCO3)C(C)C)cc1 (stereo not drawn)	19%	2%	-2	8%	-18%	-3%	-2%	-1%	4%
COc1ccccc1CC1/C(=N/O)C2CCN1CC2 (stereo not drawn)	26%	-2%	-1	-8%	3%[2.29 µM]	10%[57.1 µM]	x	14%	-8%
Cc1c2cnn(CC(=O)N3CCC4(CC3)OCCO4)c(=O)c2c(C)n1Cc1ccccc1	1%	3%	2	-24%	5%	7%	i	3%	0%
O=C(c1ccc(C(F)(F)F)cc1)C1CCCN(C2CCSCC2)C1 (stereo not drawn)	29%	-2%	0	-19%	-4%[57.1 µM]	0%[57.1 µM]	14%	-1%	-4%
Brc1ccc2c(c1)C(OC1CN3CCC1CC3)c1ccccc1CS2 (stereo not drawn)	6%	15%	-4	-18%	-6%	-2%	i	-15%	-6%
O=C1c2ccccc2C(=O)N1Cc1nc2ccccc2c(=O)n1-c1cccnc1	42%[activator]	2%	-5	-17%	10%	1%	-2%	-4%	-5%
N=C1c2ccccc2CN1NC(=O)c1ccco1	12%	2%	-5	-2%	17%[57.1 µM]	10%[57.1 µM]	-2%	3%	-1%
CC1([N+](=O)[O-])COP(=O)(NC2CC2)OC1 (stereo not drawn)	19%	-6%	3	-1%	-6%	-8%	-9%	0%	-1%
O=C(Cc1ccccc1)c1ccccn1	-20%	-3%	-9	-5%	-22%	-9%	8%	0%	u
C=CCn1c(O)c(C(CC)=Nc2cccc(C(F)(F)F)c2)c(=O)[nH]c1=O	26%	-4%	-5	-6%	2%	6%	10%	-17%	3%
Cc1cc(C=C2C(=O)NC(=O)NC2=O)c(C)n1-c1ccncc1	19%	2%	-8	-25%	-45%	-10%	1%	23%	0%
Cc1ccc2c(c1)C1CN(C)CCC1N2C(=O)/C=C/c1ccc2c(c1)OCO2 (stereo not drawn)	13%	-10%	1	-23%	9%	-3%	-9%	4%	-7%
CC(=NCc1cccnc1)c1c(O)n(-c2ccc(Cl)cc2)c(=O)[nH]c1=O	11%	-1%	-9	-3%	5%[57.1 µM]	1%[57.1 µM]	-1%	3%	5%
COc1ccc(N2C(=O)/C(=C/c3ccc(C)o3)C(=O)NC2=S)cc1	-15%	-14%	-6	-19%	20µM*	-16%	-15%	u	4%
CC1(C)CN=C(Nc2ccc(F)c(Cl)c2)S1	20%	-4%	3	-4%	12%	-4%	1%	-1%	1%
Fc1ccccc1CNCCc1c[nH]c2ccccc12	u	5%	-3	-19%	7%	2%	i	19%	3%
O=C1NC2C(=CC(O)C(O)C2O)c2cc3c(c(O)c21)OCO3 (stereo not drawn)	17%	4%	5	-10%	9%[57.1 µM]	-2%[57.1 µM]	i	-5%	-13%
COc1cc2c(C(=O)O)c(C)n(C)c2cc1Br	17%	2%	-3	-32%	-2%[57.1 µM]	0%[57.1 µM]	-9%	9%	-2%
COCCNC(=O)Cn1cc(C(=O)c2ccccc2F)c2ccccc21	4%	7%	2	-4%	14%[57.1 µM]	4%[57.1 µM]	10%	-7%	-5%
COc1ccc2[nH]c(C)c(CCNCc3cccnc3)c2c1	u	-14%	-12	-16%	u	-10%	1%	10%	u
Cc1ccc(-n2c(C)nc3ccccc3c2=O)cc1C	15%	6%	0	-4%	27%	8%	-5%	1%	0%
NCCc1ccc(O)cc1	18%	-10%	-2&3&2	18%	u	3%[57.1 µM]	4%	34%&35%[activator]	-2%
O=C1NCN(c2ccccc2)C12CCNCC2	22%	3%	2	-11%	u	-3%	i	4%	-1%
COc1ccc(CCNCc2ccc3c(c2)n(C)c(=O)n3C)cc1	19%	-11%	-3	13%	15%	-4%	i	-12%	-18%
O=C(NCNC(=O)NC1C(=O)NC(=O)N1CO)NC1C(=O)NC(=O)N1CO (stereo not drawn)	45%[activator]	12%	-4	-28%	11%	4%	i	2%&0%	5%
CN1C(=O)C(=Cc2ccccc2Oc2ccc(Cl)cc2)C(=O)N(C)C1=O	123%[activator]	0%	-25	-10%	u	-2%	-11%	-3%	10%
COC(=O)C1=C(c2ccccc2)C[C@@H]2CC[C@H]1N2C(=O)N1CCCC1	27%	9%	0	-27%	11%	3%	-4%	-5%	2%
CCOc1cc(C=C2C(=O)NC(=O)NC2=O)ccc1OCC(=O)N1CCOCC1	53%[activator]	2%	-10	-19%	u	-1%	i	-15%	-1%
Cc1cccc(OP(N)(=O)Oc2cccc(C)c2C)c1C	33%	0%	0	-23%	27%	-1%	0%	-1%	-2%
Cc1cc(C)cc(N2C(=O)NC(=O)/C(=C\c3cccn3-c3ccccc3)C2=O)c1	18%	12%	-28	-4%	-31%	-9%	-8%	5%	-1%
COc1cccc2cc(-c3cc(=O)oc4ccc(OC(=O)N(C)C)cc34)oc12	33%	-7%	11	-19%	33%	9%	-2%	-11%	9%
Cc1ccccc1-n1c(/C=C/c2ccccc2F)nc2ccccc2c1=O	58%[activator]	x	4	-11%	11%	18%	x	-13%	0%
O=c1c2ccccc2nc(-c2ccccc2Cl)n1-c1cccc(O)c1	6%	8%	-3	-9%	6%	-5%	-4%	-1%	-9%
Cc1nc2ccsc2c(=O)n1-c1ccccc1Cl	13%	1%	2	-10%	14%[11.4 µM]	10%[11.4 µM]	-1%	1%	-10%

Additional structures follow.
SMILES	HP1b binding inh	IDH1 R132H inh	PI4K2A block	USP1-UAF1 inh	rTrxR1 inhibitor	TrxR1 substrate	Tb PGK inh	GLS inh	Pin1 inh
COc1ccc(OC)c(CN2CCN(C(=O)COc3cccc(C)c3)CC2)c1	u	3%	12	-26%	2%	-6%	-10%	-6%	-6%
Cc1ccc2ccccc2c1NC(=O)CNC1CCCCC1	51%[activator]	5%	-3	-13%	18%	8%	2%	-2%	-1%
CCOc1ccc2c(c1)c(C(C)=O)c(C)n2Cc1ccco1	11%	-7%	-1	-7%	6%	-3%	-5%	2%	4%
COc1ccc(N=C2SCCCN2C)cc1	13%	7%	0	-14%	-12%	-2%	-5%	-20%	1%
COc1ccc(S(=O)(=O)N2Cc3ccccc3-n3nncc3C2)cc1	x	1%	2	-17%	x	x	-4%	-5%	x
Cc1cccc(N=Nc2ccc(N(C)C)cc2)c1	11µM*	2%	-6	-23%	u	1%	2%	50%[activator]	6%
